# WT yeast gro inh = growth inhibition of WT yeast, mitochondrial fusion screen; inhibition, % at 10 µM; hit rate 2.1% among 190,000; AID 1362; mitochondrial fusion phenotypic screen, WT strain; in the data active = inhibition above about 58%; tested in S. cerevisiae
# b-catenin transl = beta-catenin nuclear translocation modulation; HeLa beta-catenin nuclear translocation, immunofluorescence imaging; nuclear translocation activity, % at 5 µM; AID 1665; hit rate 0.3% among 190,000;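 active = nuclear translocation activity above 50% at 5 µM, with a well cell count of 50 or more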;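 note: per-cell ratio of nuclear to cytoplasmic median beta-catenin stain intensity; plate controls were DMSO negative control for no effect and GSK-3 inhibitor IX positive control for full effect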
#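 Assay system: human HeLa cells, native beta-catenin; doses: 5 µM primary, 0.02–20 µM confirmation; incubation: compound treatment 24 h, 37°C, 5% CO2; technique: fluorescence imaging of beta-catenin antibody stain plus DAPI; measure: % activation, nuclear-to-cytoplasmic median beta-catenin signal ratio per cell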
# M1AAP inhibition = malaria alanyl aminopeptidase activity blockers – biochemical, fluorogenic H-Leu-NHMec substrate, 1536-well (AID 1445); hit rate 0.42% among 220,000; inhibition, % at 30 µM, or IC50 in µM where a hit was titrated; recombinant M1AAP, H-Leu-NHMec fluorogenic kinetic assay; higher % means a stronger effect;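 active = primary inhibition above the hit cutoff, then over 50% inhibition at one or more dose response concentrations, cut at about 23% in these data, passing the limit was not always enough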;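 note: plate controls were DMSO full reaction for no effect and no enzyme background for full effect; strong numbers were not always called active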
# Yfh1-depleted yeast = mitochondrial function rescue without frataxin homolog – Friedreich's ataxia, plus single-dose screen, dose response (AID 1465). S. cerevisiae Yfh1-off respiration, WST-1 reduction, 72 h; higher fold induction means a stronger effect. one-dose fold induction at 50 µM; EC50 in µM for titrated hits. hit rate 0.074% among 220,000;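 active = fold induction of absorbance versus untreated yeast above a set limit, then at least 30% activation at any dose in follow-up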;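 note: activators that raise dye reduction in frataxin-depleted yeast; strong numbers were not always called active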
# P. falciparum M17LAP = P. falciparum M17LAP inhibitors, primary screen, biochemical, fluorogenic H-Leu-NHMec substrate, 1536-well (AID 1619). recombinant M17LAP, H-Leu-NHMec fluorogenic kinetic assay; higher % means a stronger effect. inhibition, % at 30 µM; hits with a dose series show IC50 in µM. hit rate 0.38% among 220,000;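 active = compound inhibiting the enzyme by more than half at any dose during confirmatory dose-response retesting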;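 note: plate controls were full reaction with DMSO carrier for no effect and no enzyme background for full effect; strong numbers were not always called active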
# Dynein cargo inh = blocks dynein driven cargo transport along microtubules. 3617.4 mouse cells, GR-EGFP nuclear translocation imaging; test concentration mostly 20 µM; stimulated with dexamethasone, 1 µM; hits give low values. z-score, hits read low. hit rate 0.47% among 220,000. AID 1381;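 active = plate z-score of nuclear minus cytoplasmic receptor signal below a set negative limit, without overly bright fluorescence or cell loss, cut at about -3.5 in these data, passing the limit was not always enough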;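 note: z-score of nuclear minus cytoplasmic ring GR-EGFP intensity difference per well; some compounds called inactive have numbers as strong as hits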
#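 Medium: Induction medium lacking tetracycline, stripped serum | Probe or stimulus: 1.0 µM final dexamethasone stimulus | Schedule: 48 h induction, then 1 h compound, then 30 min agonist, 37 °C | Signal: Automated 10x imaging of fixed Hoechst-stained cells | Evaluation: Per-cell GR-EGFP intensity, nucleus versus surrounding cytoplasmic ring, well-averaged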
# MT stabilize HCS = stabilizes microtubules in HeLa cells. % tubulin-high responders, % at 10 µM. HeLa tubulin immunostaining HCS, 24 h; share of cells brighter than vehicle mean+2SD. hit rate 0.83% among 200,000;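 active = plate Z-score above 3 for both tubulin-high and condensed-nucleus cell shares, with cell loss under 80%, at 10 µM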;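 note: anti alpha tubulin signal scored within the nucleus-defined area of each cell; some results filed as inactive read as strong as hits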
# Autophagy mod = modulators of autophagy | calls only at 10 µM (by protocol) | MEF GFP-LC3 puncta imaging; test concentration mostly 10 µM | hit rate 0.98% among 190,000;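 active = percentage of spot-positive cells more than 3 SD above its plate mean, without a fluorescence outlier flag or 80% toxicity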;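 note: spot-positive cell cutoff set from DMSO-treated cells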
# T cell modulator = T cell immune modulation candidate. hit rate 0.068% among 330,000. AID 2052. 2C CD8+ T cell-vesicle binding, flow cytometry; hits give low values. calls only at 7 µM;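 active = response, share of CD8 T cells binding vesicles, and their 90th percentile fluorescence all below set limits, cut at about 80% in these data, passing the limit was not always enough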
#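 material = purified 2C TCR transgenic mouse naive CD8+ T cells | controls = Unloaded micro-vesicles (low), QL9 vesicles with 0.7% DMSO (high) | detection = cytometric PE anti-B7-1 and Alexa647 anti-CD8 signals after 1% paraformaldehyde fixation | incubation = binding step 1.5 h, 37 °C, antibody labelling 20 min, ice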
# WT yeast gro inh mutant strain = recorded beside WT yeast gro inh, whose call it bears; inhibition, %; mitochondrial fusion phenotypic screen, mutant strain inhibition
# Dynein cargo inh cytoplasmic EGFP = further read-out of Dynein cargo inh, marked with its call; z-score; measured here: cytoplasmic GR-EGFP intensity; hits give high values
# Dynein cargo inh nuclear GR-EGFP = recorded beside Dynein cargo inh, whose call it bears; z-score; measured here: nuclear GR-EGFP intensity;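 lower value marks the stronger effect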
# Dynein cargo inh cell count = also measured in Dynein cargo inh; calls as there; z-score; measured here: cell count per field
# b-catenin transl cell count 5 µM = further read-out of b-catenin transl, marked with its call; cell count; measured here: cell count, cytotoxicity flag
# T cell modulator vesicle-bound % = further read-out of T cell modulator, marked with its call; double positive events, %; measured here: CD8+ vesicle-bound cell fraction;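 binding gate set so that unloaded-vesicle control wells show 10% double positive cells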
# MT stabilize HCS Hoechst-high % = further read-out of MT stabilize HCS, marked with its call; % Hoechst-high responders; measured here: nuclear condensation Hoechst responders;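 share of cells brighter than vehicle mean plus two SD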
# MT stabilize HCS cytotoxicity % = recorded beside MT stabilize HCS, whose call it bears; toxicity, %; measured here: cytotoxicity by cell density;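 0% = mean cell density of plate MIN control wells and 100% = no cells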
# Autophagy mod cell loss 18 h = further read-out of Autophagy mod, marked with its call; toxicity, %; measured here: cell loss, nuclei count;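 cell loss after 18 h compound exposure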
# The depositor's hits bear a star; i = inactive; nt = no result given.
SMILES,WT yeast gro inh,WT yeast gro inh mutant strain,b-catenin transl,b-catenin transl cell count 5 µM,M1AAP inhibition,Yfh1-depleted yeast,P. falciparum M17LAP,Dynein cargo inh,Dynein cargo inh cytoplasmic EGFP,Dynein cargo inh nuclear GR-EGFP,Dynein cargo inh cell count,MT stabilize HCS,MT stabilize HCS Hoechst-high %,MT stabilize HCS cytotoxicity %,Autophagy mod,Autophagy mod cell loss 18 h,T cell modulator,T cell modulator vesicle-bound %
Cc1ccc(C2c3c(-c4ccccc4O)n[nH]c3C(=O)N2Cc2ccncc2)cc1 (stereo unspecified),-2,17,-0.6,1105,-3%,i,17%,0.92,-0.37,0.37,-0.44,27*,35*,55*,i,11,i,16
O=C(O)c1ccc(-n2nnnc2Oc2ccccc2C(=O)N2CCOCC2)cc1,-5,5,-1.1,1044,6%,i,-2%,2.3,-0.14,0.99,-0.96,3.6,2.2,6.2,i,-4,i,47
COc1cc2c(cc1NC(C)=O)CCCC2,6,9,-16,1263,4%,i,0%,-0.2,-0.4,0.19,1,1.8,1.4,12,i,5,i,14
C=CCSc1cc(C)nc2c(-c3ccccc3)cnn12,nt,nt,0.0,1246,4%,i,6%,-0.72,-0.22,-0.54,0.57,nt,nt,nt,nt,nt,i,14
CC12CCC(C(=O)N3CCCc4ccccc43)(CC1=O)C2(C)C (stereo unspecified),1,-9,-5.6,1039,-19%,i,-2%,-0.21,0.15,0.39,-0.3,3.1,2.1,10,i,7,i,50
CCOC(=O)CN1N=C(/C=C/c2ccc(C(C)C)cc2)CCC1=O,17,5,2.0,794,2%,i,23%,-0.69,0.1,-0.16,0.23,8.7,4.4,15,i,-3,i,62
CCOCCn1c(SCc2cccc(C)c2)nc2c1c(=O)[nH]c(=O)n2C,-3,-9,nt,nt,19%,i,-5%,-0.93,-0.29,-0.43,0.79,8.2,2.8,10,i,4,i,54
Cc1c(C#N)c2ccccc2n1CC(=O)NC(C)c1ccccc1 (stereo unspecified),-4,-10,-6.0,1103,6%,i,10%,0.14,-0.054,0.12,0.66,1.0,0.8,8.3,i,-8,i,23
Cc1c(Cc2ccccc2)c(=O)oc2cc(O)ccc12,nt,nt,1.6,1331,22%,i,-126%,-0.6,0.027,0.087,0.25,nt,nt,nt,nt,nt,i,22
CC/C(Cc1ccccc1)=N\NC(=O)c1cc(C)oc1C,-17,-19,0.6,1069,13%,i,2%,0.34,-0.19,0.11,-0.39,5.9,1.6,4.5,i,20,i,25
O=S(=O)(NC1CCCCCC1)c1cccc2cccnc12,11,24,2.3,755,0%,i,-7%,0.37,-0.18,0.57,-0.8,4.8,2.9,5.6,i,-25,i,57
N#Cc1c2c(c(NCc3ccco3)n3c1nc1ccccc13)CCC2,-5,-6,-2.9,910,8%,i,-16%,0.88,-0.29,0.23,-0.15,3.3,2.8,9.3,i,59,i,38
Cc1ccc(-n2cc(CNC(C)Cn3cncn3)c(-c3ccc(F)cc3)n2)cc1 (stereo unspecified),28,6,0.2,1523,-2%,i,-2%,-1.2,-0.32,-0.51,0.81,10,0.6,5.4,i,-7,i,44
CCCCC(CC)CNC(=O)C(Cc1ccccc1)NS(=O)(=O)c1ccc2c(c1)CCC(=O)N2 (stereo unspecified),3,7,-3.3,586,1%,i,-2%,-0.059,0.13,0.8,-1.1,3.1,1.5,5.9,i,23,i,37
Cc1ccccc1/C=N/n1c(-c2ccccn2)n[nH]c1=S,nt,nt,0.1,1280,2%,i,-10%,-0.3,-0.25,-0.17,0.11,nt,nt,nt,nt,nt,i,59
O=C(NCC1CCCO1)c1ccc(Oc2ccc([N+](=O)[O-])cc2)cc1 (stereo unspecified),11,10,-5.3,1118,5%,i,4%,-0.44,0.19,0.57,0.18,1.2,1.6,6.5,i,14,i,57
COc1ccc(C2CC(c3cccs3)=NN2C(=O)CSc2nncs2)cc1OC (stereo unspecified),-1,-9,-1.4,1113,5%,i,-9%,-0.37,-0.19,-0.099,-0.14,1.7,3.0,4.8,i,6,i,25
Cc1c(C(=O)NCc2ccc(F)cc2)c(-c2ccccc2)nn1-c1ccccc1,16,10,nt,nt,6%,i,0%,-0.38,-0.15,-0.11,1.1,1.9,0.9,7.1,i,-6,i,44
CC1CCCCC1NC(=S)NC(=O)c1cccs1 (stereo unspecified),nt,nt,0.5,1307,10%,i,3%,-1,-0.18,0.17,0.16,nt,nt,nt,nt,nt,i,34
NC(=O)/C=C/C(=O)Nc1ccc(Cl)cc1,3,43,-0.3,1109,8%,i,-6%,-3.7*,0.68*,-1.6*,0.11*,2.3,2.7,8.1,i,-6,i,41
CCCCNc1nc(CC)c2c(c1C#N)CCCC2,2,-5,nt,nt,1%,i,7%,0.85,0.17,0.66,-1.4,1.7,1.1,5.1,i,-7,i,59
CN1C(=O)CC(N2CCN(c3ccccn3)CC2)C1=O (stereo unspecified),-6,1,-1.8,1147,3%,i,-17%,-0.27,-0.22,-0.19,0.4,1.3,2.1,10,i,-8,i,41
Cn1c(CNC(=O)c2ccccc2F)nnc1SCc1ccc(F)cc1,-9,-22,-1.1,958,5%,i,-15%,3.6,-0.063,2.5,-2.4,3.0,3.6,11,i,-2,i,33
Cc1ccc(S(N)(=O)=O)cc1NC(=O)C1CC2CCC1C2 (stereo unspecified),-6,3,1.6,1283,7%,i,-8%,0.075,-0.18,0.35,0.7,2.1,1.4,9.1,i,15,nt,nt
Cc1cc(C)nc(NC(=O)c2ccc(C)c([N+](=O)[O-])c2)n1,1,-1,-0.1,1053,-3%,i,-4%,0.29,-0.2,-0.16,-0.59,4.0,1.5,5.3,i,-12,i,58
COc1ccc(/C=N/NC(=O)c2sc(C)nc2C)cc1,-22,7,1.1,1007,10%,i,1%,0.51,-0.29,0.44,-0.11,6.0,6.3,1.1,i,3,i,4
O=C(c1ccc(Cn2c(=S)[nH]c3ccc(N4CCOCC4)cc3c2=O)cc1)N1CCC(N2CCCCC2)CC1,-3,-1,2.6,876,3%,i,2%,-0.07,-0.27,-0.041,0.41,3.4,1.6,3.8,i,-15,i,66
COc1ccc(/C(O)=C2/C(=O)C(=O)N(CCCC(=O)O)C2c2ccc(OC)cc2)cc1 (stereo unspecified),-8,-2,1.9,1463,6%,nt,18%,0.68,-0.064,0.73,-1.7,4.3,3.2,9.0,i,-10,i,29
CCOC(=O)C1CSC2(CCC(c3ccccc3)CC2)N1 (stereo unspecified),-10,7,0.4,1097,-2%,i,-5%,-0.039,-0.36,-0.35,-0.15,7.0,0.8,8.9,i,-1,i,48
CCOC(=O)C1CCN(C(=O)CCc2ccccc2)CC1,2,6,nt,nt,5%,i,4%,0.62,-0.3,-0.41,-0.028,2.9,1.3,7.9,i,-1,i,45
CCc1nnc(NC(=O)CCC(=O)NC2CCCCC2)s1,-44,-7,-4.1,737,9%,i,8%,0.27,-0.3,0.15,-0.89,4.0,1.0,5.0,i,2,i,24
CC1(C)CC(=O)C(=Cc2cn(CCC#N)nc2-c2ccc(Cl)cc2)C(=O)C1,11,-6,-1.0,898,13%,i,31%,0.18,-0.28,-0.026,-0.29,3.1,3.5,3.5,i,6,i,60
CC(=O)Nc1cccc(Oc2ncnc3scc(-c4ccc(C(C)C)cc4)c23)c1,72*,-10*,-1.6,540,14%,i,-7%,0.086,-0.31,-0.22,0.18,1.9,3.9,8.1,i,-10,i,21
C#CCOCCOCCOCCNc1nc(N2CCN(C(=O)[C@H]([C@@H](C)CC)n3cc(CCCN=C(N)N)nn3)CC2)nc(N2CCN(C(=O)[C@H](C)n3cc(CCCN=C(N)N)nn3)CC2)n1,-14,-21,nt,nt,3%,nt,20%,0.4,-0.25,0.58,-0.14,2.1,1.6,0.2,i,4,nt,nt
O=S(=O)(Cc1cc(-c2ccccc2Cl)no1)c1ccccc1,-6,2,4.1,855,-2%,i,-3%,-0.12,-0.32,0.4,-0.15,4.6,2.0,8.3,i,13,i,1
COc1ccc(OC)c(-c2csc(NC(=O)C3COc4ccccc4O3)n2)c1 (stereo unspecified),39,41,0.5,1094,2%,i,-4%,1.7,-0.3,0.95,-0.22,2.5,1.8,2.7,i,5,i,42

# Given with bars between the fields: part of the list above
mol | WT yeast gro inh | WT yeast gro inh mutant strain | b-catenin transl | b-catenin transl cell count 5 µM | M1AAP inhibition | Yfh1-depleted yeast | P. falciparum M17LAP | Dynein cargo inh | Dynein cargo inh cytoplasmic EGFP | Dynein cargo inh nuclear GR-EGFP | Dynein cargo inh cell count | MT stabilize HCS | MT stabilize HCS Hoechst-high % | MT stabilize HCS cytotoxicity % | Autophagy mod | Autophagy mod cell loss 18 h | T cell modulator | T cell modulator vesicle-bound %
C#CCOCCOCCOCCNc1nc(N2CCN(C(=O)[C@H]([C@@H](C)CC)n3cc(CCCN=C(N)N)nn3)CC2)nc(N2CCN(C(=O)[C@H](C)n3cc(CCCN=C(N)N)nn3)CC2)n1 | -14 | -21 | nt | nt | 3% | nt | 20% | 0.4 | -0.25 | 0.58 | -0.14 | 2.1 | 1.6 | 0.2 | i | 4 | nt | nt
O=S(=O)(Cc1cc(-c2ccccc2Cl)no1)c1ccccc1 | -6 | 2 | 4.1 | 855 | -2% | i | -3% | -0.12 | -0.32 | 0.4 | -0.15 | 4.6 | 2.0 | 8.3 | i | 13 | i | 1

# Screens: PubChem BioAssay, several laboratories

# Hits appear at their usual frequency. Share with any hit: about 4.4%.
